Assay outcomes from PubChem BioAssay.
APJ antag – blocks the human apelin receptor APJ; P35414; CHO-K1 APJ beta-arrestin complementation, luminescence; inhibition, % at 20 µM; 0.32% of 330,000 active; AID 2521;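 active means inhibition above about 40% at 20 µM, limit read from the data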;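 further: cells challenged with 10 nM apelin-13 agonist together with compound; plate controls were apelin-13 plus DMSO wells for no effect and DMSO wells lacking apelin-13 for full effect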
Target sequence (P35414 whole entry, looked up): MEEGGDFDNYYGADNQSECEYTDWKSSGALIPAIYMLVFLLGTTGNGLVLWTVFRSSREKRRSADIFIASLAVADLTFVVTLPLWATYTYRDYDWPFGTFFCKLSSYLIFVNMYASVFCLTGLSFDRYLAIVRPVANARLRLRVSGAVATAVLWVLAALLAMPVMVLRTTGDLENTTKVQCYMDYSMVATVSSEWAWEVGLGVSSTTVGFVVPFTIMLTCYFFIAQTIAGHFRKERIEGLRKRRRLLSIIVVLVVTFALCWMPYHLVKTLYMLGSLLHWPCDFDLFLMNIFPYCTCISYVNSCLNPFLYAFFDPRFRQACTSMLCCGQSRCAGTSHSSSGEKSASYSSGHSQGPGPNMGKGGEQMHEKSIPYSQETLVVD
ATG4B inhibitor – inhibitors of human ATG4B cysteine protease; Q9Y4P1; ATG4B cleavage of LC3-PLA2, NBD-HPC fluorescence, 1 h; inhibition, % at 8.33 µM; 0.51% of 340,000 active; AID 504462; in the data active means inhibition above about 40%
EBI2 block – blocks human EBI2 receptor beta-arrestin signaling; EBI2 beta-arrestin recruitment, luminescence, 7a,25-OHC stimulated; P32249; 0.81% of 360,000 active; inhibition, % at 5 µM; AID 651636; in the data active means inhibition above about 38%;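 further: enzyme fragment complementation signal reports receptor beta-arrestin coupling in cells; 0% = agonist plus DMSO wells and 100% = wells without agonist; some results beyond the cut were filed as inactive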
APJ ag – agonists of human APJ apelin receptor; P35414; CHO-K1 APJ PathHunter beta-arrestin, luminescence; 0% DMSO wells, 100% apelin; activation, % at 20 µM; 0.11% of 330,000 active; AID 2520;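 active means activation more than six SD over the plate average, tested at 20 µM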;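 further: 0% = DMSO alone and 100% = apelin-13 at 10 nM; some results filed as inactive read as strong as hits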
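Assay system: engineered CHO-K1 APJ arrestin reporter cells; Amount: 1000 CHO-K1 reporter cells seeded per well; Dosing: one dose, 20 µM compound, 1% DMSO; Times: compound stimulation 90 min at 25 °C, detection 60 min; Measured by: luminescent beta-gal fragment complementation, chemiluminescent substrate; Read-out: APJ–arrestin association signal; Controls: DMSO vs Apelin-13 10 nM.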
Gli-Sufu block – Gli-Sufu pathway antagonism; Sufu-KO-LIGHT fibroblasts, Gli luciferase reporter luminescence; inhibition, % at 5 µM; 0.74% of 340,000 active;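 active means inhibition above about 55%, limit read from the data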;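 further: 0% = DMSO-treated cells and 100% = wells with medium but no cells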
CCR6 antag – CCR6 (human) receptor antagonism; inhibition, % at 20 µM; P51684; CHO-K1 CCR6 PathHunter beta-arrestin, luminescence, CCL20-stimulated; 0.49% of 340,000 active; AID 493098;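 active means compounds whose inhibition of the agonist-driven luminescence signal at 20 µM reaches about 50%, limit read from the data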;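 further: cells stimulated with CCL20 at 14 nM final; plate controls were DMSO with CCL20 for no effect and DMSO without agonist for full effect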
Target sequence (P51684 whole entry, looked up): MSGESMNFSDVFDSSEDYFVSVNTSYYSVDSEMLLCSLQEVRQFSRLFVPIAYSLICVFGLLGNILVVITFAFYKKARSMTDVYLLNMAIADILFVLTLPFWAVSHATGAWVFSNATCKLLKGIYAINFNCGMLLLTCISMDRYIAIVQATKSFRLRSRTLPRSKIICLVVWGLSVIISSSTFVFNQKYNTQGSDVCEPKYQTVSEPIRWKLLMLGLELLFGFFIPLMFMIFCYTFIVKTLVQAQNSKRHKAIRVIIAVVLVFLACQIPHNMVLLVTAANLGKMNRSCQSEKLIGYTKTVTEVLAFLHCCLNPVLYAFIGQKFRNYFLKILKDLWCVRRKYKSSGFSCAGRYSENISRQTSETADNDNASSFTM
UBC13 inh – blocks human UBC13 polyubiquitin chain formation; 0.47% of 330,000 active; TR-FRET; inhibition, % at 20 µM; AID 485273; P61088; in the data active means inhibition above about 45%, passing the limit was not always enough
CXCR6 block – CXCR6 (human) receptor inhibition | O00574 | CHO-K1 PathHunter CXCR6 beta-arrestin, luminescence | inhibition, % at 20 µM | 0.36% of 360,000 active | AID 602244; in the data active means inhibition above about 34%, passing the limit was not always enough;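 further: antagonist mode with CXCL16 agonist at 10 nM final; 0% = 10 nM CXCL16 with DMSO and 100% = unstimulated wells without agonist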
Target sequence (O00574 whole entry, looked up): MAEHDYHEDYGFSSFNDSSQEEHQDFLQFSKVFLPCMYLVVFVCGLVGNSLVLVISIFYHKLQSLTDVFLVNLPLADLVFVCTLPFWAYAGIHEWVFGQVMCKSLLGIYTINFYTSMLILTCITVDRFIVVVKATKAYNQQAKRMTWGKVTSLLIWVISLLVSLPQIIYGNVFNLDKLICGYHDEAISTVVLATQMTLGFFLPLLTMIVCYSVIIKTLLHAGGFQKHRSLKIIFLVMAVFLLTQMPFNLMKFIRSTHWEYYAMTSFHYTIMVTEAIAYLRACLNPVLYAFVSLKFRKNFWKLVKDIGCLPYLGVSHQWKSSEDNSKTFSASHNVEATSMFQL
* hit, by the source's call; · = not tested or not shown; & = joins results of further samples.

Preview (2 entries):
SMILES	APJ antag	ATG4B inhibitor	EBI2 block	APJ ag	Gli-Sufu block	CCR6 antag	UBC13 inh	CXCR6 block
O=C(Nc1ccc2c(c1)CCC2)c1c(F)cccc1Cl	-10	0	4	-2	-79	-4	-4	-4
Cc1ccc(N(CC(=O)NC2CCCC2)C(=O)CCCC(=O)Nc2ccccn2)cc1C	1	-8	3	-3	-94	3	0	0

Results, previewed entries included:
SMILES	APJ antag	ATG4B inhibitor	EBI2 block	APJ ag	Gli-Sufu block	CCR6 antag	UBC13 inh	CXCR6 block
O=C(Nc1ccc2c(c1)CCC2)c1c(F)cccc1Cl	-10	0	4	-2	-79	-4	-4	-4
Cc1ccc(N(CC(=O)NC2CCCC2)C(=O)CCCC(=O)Nc2ccccn2)cc1C	1	-8	3	-3	-94	3	0	0
CS(=O)(=O)N1CCC(C(=O)N2CCN(c3cccc(Cl)c3)CC2)CC1	-3	1	1	3	6	15	8	-7
CCOC(=O)CSc1nnc(COc2cccc(C)c2)o1	-16	9	-12	-3	3	10	9	4
Cn1nc(C(F)(F)F)c(-c2ccc(F)cc2)c1NC(=O)c1cccnc1	9	-12	-2	0	-8	-1	3	4
COc1ccc(/C=N/N2CCN(C)CC2)cc1O	-7	-8	-7	1	-4	-13	-4	-10
CCCn1c(SCC(=O)NC2CCCCC2)nnc1-c1ccco1	4	0	-10	-3	2	8	8	-1
O=C1N/C(=N/Nc2ccccc2)S/C1=C\c1ccccc1	-24	8	2	-3	-19	1	-24	9
CCN(CC(=O)Nc1ccc2c(c1)OCCO2)CC(=O)Nc1ccc(C)c([N+](=O)[O-])c1	-3	-2	-2	0	4	18	12	-7
Cc1ccc(C)c(NC(=O)COc2coc(CN3CCc4ccccc43)cc2=O)c1	7	7	8	8	11	13	1	2
CCO[C@H]1OC(C(=O)N2CCN(C)CC2)=C[C@@H](C(C)(C)C)[C@@H]1CCCO	-31	-5	-17	-3	22	1	-4	-15
Cc1cc(C)cc(CC2CC(=O)N(c3nc(C)cc(C)n3)C2=O)c1 (stereo not drawn)	-3	4	-4	0	26	-5	2	5
Cc1cc(NC(=O)C2CCCN(S(=O)(=O)c3c(C)noc3C)C2)n[nH]1 (stereo not drawn)	-7	-5	-6	-3	2	-4	-8	-2
CCCCOc1ccc(C(=O)Nc2ccc(CN3CCOCC3)cc2)cc1	11	7	-3	3	39	2	4	-1
COCc1cc(C)n(CC(=O)Nc2cccc(C)c2)c(=O)c1C#N	9	7	-1	-2	0	-9	2	3
COC(=O)c1ccc(NS(=O)(=O)NC(=O)c2c[nH]c3ccccc23)cc1	16	4	-4	5	-5	-2	-4	-7
COc1ccc(Cn2c(-c3ccccc3C)nc3c(c(=O)c4ccccc4n3C)c2=O)cc1	17	-2	-9	-2	-1	25	26	12
Cn1c(=O)c2[nH]c(-c3ccc(S(=O)(=O)O)cc3)nc2n(C)c1=O	11	-3	0	-1	-1	7	9	7
O=C(Cn1nnc2ccccc21)c1ccc(Br)cc1	-2	5	-10	0	22	7	-4	8
CC1CCN(C(=O)CN(c2cccc(F)c2)S(C)(=O)=O)CC1	6	0	-13	-2	0	4	-2	3
CSc1ccccc1NC(=O)c1cnc2scc(C)n2c1=O	-52	-4	11	-1	-18	19	2	2
NS(=O)(=O)c1ccc(NC(=S)NNC(=O)c2ccc(Br)o2)cc1	29	2	-12	-10	-1	18	-9	15
CCS(=O)(=O)Nc1cc(C(=O)O)ccc1C	15	-5	-12	-4	2	-16	-3	-8
Cc1ccc(S(=O)c2ccc(NC(=O)C3CC3)cc2C#N)cc1 (stereo not drawn)	0	-2	-4	-2	25	6	5	-17
CC1CCN(S(=O)(=O)c2cccc(-c3nnc(-c4cccnc4)o3)c2)CC1	14	-10	3	0	3	8	-4	-4
COC(=O)C1C/C(=N\NS(=O)(=O)c2ccc(C)cc2)c2sccc2C1 (stereo not drawn)	-2	-2	-13	-3	-9	-18	4	3
O=C(Nc1nnc(-c2cccs2)s1)C1CC1	14	-8	0	1	-23	1	-6	-3
COc1ccc2oc(=O)c(-c3nc(C)cs3)cc2c1	10	-9	1	-4	-56	7	22	0
CCOC(=O)Nc1cc2c(cc1[N+](=O)[O-])-c1ccccc1C2=O	·	-7	-58	·	-15	-4	·	-2
O=C(c1cc(-c2cccnc2)nc2ccccc12)N1CCCc2ccccc21	2	-8	18	-2	1	14	4	5
CCN(c1ccccc1)S(=O)(=O)c1ccc(C(=O)Oc2ccc(C(C)=O)cc2)cc1	-8	8	9	0	0	17	17	4
CC(=O)O[C@@H]1[C@H]2[C@@H](C[C@@H](C)[C@@H]3CCC(=O)[C@@]13C)OC(=O)[C@@H]2C	12	-6	-4	6	30	2	-8	-6
COc1ccc(NC(=O)CSc2ccc(-c3cccnc3)nn2)c(OC)c1	-44	-1	-6	2	1	-2	-10	-11
Cc1ccc(S(=O)(=O)Cn2nnnc2C(C(C)C)N2CCc3ccccc3C2)cc1 (stereo not drawn)	17	2	4	-3	6	13	-4	11
Cc1c(C#N)c(N=CN(C)C)c(C(=O)c2ccc(Br)cc2)n1-c1ccccc1	21	-18	-2	3	4	-4	-2	3
COc1ccc(N=C2C(=O)Nc3ccccc32)cc1	33	-2	16	-11	-2	33	-37	8
CC1(c2ccc(OC(F)F)cc2)NC(=O)N(CC(=O)Nc2ccccc2)C1=O (stereo not drawn)	0	-7	3	4	-7	-2	-1	-13
Cc1[nH]c2ccccc2c1CC#N	12	-5	-8	-2	2	11	7	2
CCOC(=O)c1ccc(NC(=O)c2cccc(S(=O)(=O)N3c4ccccc4CC3C)c2)s1 (stereo not drawn)	-25	-13	33	1	13	18	-19	3
Cc1sccc1/C=N/NC(=O)c1ccco1	-6	-4	-2	2	-6	-2	-20	5
COc1ccc(NC(=O)COC(=O)/C=C/c2cccs2)c(OC)c1	-1	2	-7	-3	-10	7	9	6
NS(=O)(=O)c1cccc(NC(=O)CSc2nnc(C3CC3)n2C2CC2)c1	5	7	-3	-4	-7	2	3	-5
NC(=O)C1(NC(=O)[C@@H]2CC3(CC(c4cccc(NC(=O)[C@@H]5CCC(=O)N5)c4)=NO3)CN2C(=O)c2ccccc2)CC1 (stereo partly drawn)	3	4	-5	-2	6	3	-1	-6
CCCCN(CC)c1nc(N)c2c(N)nc(OCC)cc2c1C#N	17	-9	10	-2	-9	-12	-13	0
Cc1ccc(C(=O)Nc2ccccc2N2CCN(C(=O)C(C)C)CC2)cc1C	10	-9	1	4	3	8	6	-3
CCCn1c(SCC(=O)Nc2ccc3c(c2)CCC3)n[nH]c1=O	8	-8	-6	2	13	0	9	3
O=C(NC1CCCCC1)C(c1ccncc1)N(C(=O)c1csnn1)c1cccc(F)c1 (stereo not drawn)	-19	3	-1	-3	-25	-4	4	7
Cc1ccc(CN2CCN(Cc3nc4ccccc4nc3C)CC2CCO)cc1 (stereo not drawn)	-11	1	-2	0	1	1	-6	-1

Compound profiles (already shown). Order of screens: APJ antag, ATG4B inhibitor, EBI2 block, APJ ag, Gli-Sufu block, CCR6 antag, UBC13 inh, CXCR6 block
Listed for `Cc1ccc(C(=O)Nc2ccccc2N2CCN(C(=O)C(C)C)CC2)cc1C` → 10, -9, 1, 4, 3, 8, 6, -3
Listed for `NC(=O)C1(NC(=O)[C@@H]2CC3(CC(c4cccc(NC(=O)[C@@H]5CCC(=O)N5)c4)=NO3)CN2C(=O)c2ccccc2)CC1` (stereo partly drawn) → 3, 4, -5, -2, 6, 3, -1, -6

Carrying on.
SMILES	APJ antag	ATG4B inhibitor	EBI2 block	APJ ag	Gli-Sufu block	CCR6 antag	UBC13 inh	CXCR6 block
CN(CC(=O)Nc1c(Cl)cccc1Cl)C(=O)c1ccccc1-c1nc2ccccc2s1	15	-4	13	3	8	10	-6	13
CC(C)CNC(=S)NC1CC2CCC(C1)N2Cc1ccccc1 (stereo not drawn)	-12	-7	-10	1	6	14	1	4
O=C(C(=O)N1CCN(c2ccc(F)cc2)CC1)c1c[nH]c2ccccc12	-15	5	-2	0	-4	6	21	-6
CCN1C(=O)CC(N2CCC(Cc3ccccc3)CC2)C1=O (stereo not drawn)	8	-7	-1	-3	-7	0	-2	-6
Cc1cccc(NC(=O)c2cc(S(=O)(=O)N3CCCCC3)ccc2Cl)n1	7	-6	1	-5	-6	14	4	3
N#Cc1cccc(NCC(=O)Nc2cccc(S(=O)(=O)N3CCCCC3)c2)c1	-8	-21	-4	3	7	9	8	-2
Cn1c(=O)c2c(ncn2CC(=O)N2CCN(c3cccc(Cl)c3)CC2)n(C)c1=O	18	4	-24	4	3	3	3	10
COc1ccc(Oc2ncnc3sccc23)cc1	19	-2	3	-2	-31	1	-5	-5
CC(C)[C@H](NC(=O)C1CC(=O)N(c2ccc3c(c2)OCCO3)C1)C(=O)NC1CCCC1 (stereo partly drawn)	-7	-6	-5	-2	-13	15	0	-4
CC(C)C[C@H](NC(=O)c1[nH]cnc1C(=O)N[C@@H](Cc1ccccc1)C(=O)OC(C)(C)C)C(=O)OC(C)(C)C	10	-8	-17	-4	8	14	-8	9
CCC(C)[C@H](NC(=O)[C@@H]1Cc2c([nH]c3ccccc23)C2c3ccccc3C(=O)N21)C(=O)NCC1CCCO1 (stereo partly drawn)	-5	-9	-8	3	-1	14	2	7
COc1ccc(-c2cc(C(=O)NCC3CCCO3)c3cc(C(C)C)ccc3n2)cc1 (stereo not drawn)	-7	10	13	1	30	9	24	-8
CCOc1cccc2cc(-c3csc(NC(=O)CCC(=O)N4CCC(C)CC4)n3)c(=O)oc12	11	-8	6	3	-14	-12	11	-8
Cn1c(CCNS(=O)(=O)c2ccccc2)nc2cc([N+](=O)[O-])ccc21	8	-2	0	-2	-1	14	-14	4
C=CCSc1nc(N)c2c(C)c(C)sc2n1	-8	1	5	0	-20	3	0	2
CCOc1ccc(N(CC(=O)NCc2cccnc2)S(=O)(=O)c2ccc(F)cc2)cc1	3	-7	-1	4	6	6	6	-2
COc1ccc(C(=O)NNc2ccccc2)cc1	29	-4	1	-2	1	2	10	-7
Cn1cccc1Cc1nnc(SCC(=O)NCC2CCCO2)n1CCc1ccccc1 (stereo not drawn)	1	2	7	-5	-1	-13	-12	-17
COC(=O)C1(C#N)C(c2ccccc2)C1(C(=O)OC)C(=O)OC (stereo not drawn)	3	-12	0	-3	-2	-17	3	-2
O=C(CSc1nnc2sc3ccccc3n12)c1ccco1	11	-8	-6	-4	-18	-18	3	-1
Brc1cc2c(cc1CN1CCc3ccccc3C1)OCO2	2	1	10	-4	-3	13	8	-1
O=C(CN1CCc2ccccc2C1)Nc1ccccc1C(F)(F)F	5	1	-3	-2	-18	26	-7	-1
Cc1ccc(S(=O)(=O)Nc2c(C)n(C)n(-c3ccccc3)c2=O)cc1	15&6	-9&-12	0&0	5&-5	4&6	-1&9	-9&9	-2&-4
Cc1ccc(CS(=O)(=O)c2ncc(Cl)c(C(=O)Nc3nnc(C(C)C)s3)n2)cc1	-15	7	38	0	32	2	50*	-9
CC(=O)Nc1ccc(SCC(=O)OCC(=O)NC(=O)NCc2ccco2)cc1	8	-4	-1	7	5	-9	-3	-5
COc1ccccc1C(=O)N1CCN(Cc2cn[nH]c2-c2ccc(F)cc2F)CC1	23	-10	-4	-3	5	2	5	2
O=C(N/N=C1\CCc2ccccc21)c1ccc(O)cc1	-3	0	-4	-1	-74	-6	-11	4
COc1ccc(NC(=O)CC2Nc3cccc4cccc(c34)NC2=O)cc1 (stereo not drawn)	-75	-5	-3	5	-14	-28	-5	-20
CCCCn1c(=O)c(F)cn(Cc2ccc(OC)c([N+](=O)[O-])c2)c1=O	-8	3	-4	-4	-3	-6	-15	-1
CCOC(=O)c1c(N)sc(C(=O)N2CCOCC2)c1C	5	-6	-8	-5	5	-5	1	4
O=C(c1ccc(Cl)c(S(=O)(=O)N2CCCC2)c1)N1CCCC(C(F)(F)F)C1 (stereo not drawn)	11	1	-6	-5	-1	11	0	-1
Cc1nn(-c2ccc(C(=O)OC(C)C)cc2)c(C)c1[N+](=O)[O-]	-7	-4	-13	-2	-33	18	12	6
CNc1sc(C(=O)c2cccs2)c(N)c1-c1nc2ccccc2s1	24	2	-2	-9	6	29	-22	20
